Screening results deposited in PubChem BioAssay by several laboratories.
Rev-erbA mod: Rev-erb alpha (human) modulation; Rev-erbα–FITC-DNA binding, fluorescence polarization, 90 min; activity, % at 10 µM; actives 0.79% (n = 370,000); AID 1259318;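 active = activity above about 14%, limit read from the data; passing the limit was not always enough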;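 note: 0% = DMSO wells with 35 nM protein and 100% = DMSO wells with 750 nM protein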
Target sequence (P20393 whole entry, looked up): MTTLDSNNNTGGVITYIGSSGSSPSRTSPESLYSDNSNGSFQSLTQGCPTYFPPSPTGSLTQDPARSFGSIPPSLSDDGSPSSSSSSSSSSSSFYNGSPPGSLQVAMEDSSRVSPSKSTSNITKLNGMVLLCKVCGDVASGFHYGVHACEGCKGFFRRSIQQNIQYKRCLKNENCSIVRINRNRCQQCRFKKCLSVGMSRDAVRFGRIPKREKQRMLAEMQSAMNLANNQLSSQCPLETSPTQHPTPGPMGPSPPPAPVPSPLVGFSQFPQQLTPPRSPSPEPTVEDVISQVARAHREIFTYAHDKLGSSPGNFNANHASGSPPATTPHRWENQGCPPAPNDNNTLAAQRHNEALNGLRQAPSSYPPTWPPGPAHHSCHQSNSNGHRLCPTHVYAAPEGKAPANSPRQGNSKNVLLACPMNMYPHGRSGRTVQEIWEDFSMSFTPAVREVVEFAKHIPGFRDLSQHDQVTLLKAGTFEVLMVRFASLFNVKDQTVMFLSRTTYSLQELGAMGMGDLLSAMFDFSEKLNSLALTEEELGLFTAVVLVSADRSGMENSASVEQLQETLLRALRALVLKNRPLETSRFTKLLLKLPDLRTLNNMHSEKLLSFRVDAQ
mABHD4 FP: inhibits mouse alpha/beta hydrolase domain 4 | inhibition, % at 8.92 µM | Q8VD66 | purified mABHD4, FP-Rh probe fluorescence polarization | actives 0.54% (n = 370,000) | AID 720543;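 active = inhibition exceeding the mean over every tested compound plus 3 SD, cut at about 30% in these data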;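 note: 0% = plate median of compound wells and 100% = S159A mutant with DMSO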
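Assay system: mouse ABHD4 enzyme, wild type / Also added: fluorescent activity-based probe FP-Rh / Doses: single nominal dose of 8.92 µM, 0.89% DMSO final / Timing: 45 min compound pre-incubation plus 60 min probe step, 25 °C / Signal: FP readout, ex 525 nm / em 598 nm / Control set: S159A mutant/DMSO as 100%, compound-well median as 0%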
SIAE primary: inhibitors of human sialic acid acetylesterase SIAE. AID 1053197. SIAE FP-Rh probe binding, fluorescence polarization. actives 0.69% (n = 370,000). inhibition, % at 9.66 µM;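 active = inhibition above a cutoff: mean of compounds within the control limits plus 3 SD of those, cut at about 17% in these data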;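 note: 0% = plate median of compound wells and 100% = probe without SIAE protein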
HTRA1 inhibitor: inhibitors of human serine peptidase HTRA1; Q92743; recombinant HTRA1, FP-rhodamine activity-based probe, fluorescence polarization; inhibition, % at 5.96 µM; actives 0.5% (n = 340,000); AID 504803; in the data active = inhibition above about 36%;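 note: 0% = enzyme with DMSO and 100% = wells lacking enzyme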
Target sequence (Q92743 whole entry, looked up): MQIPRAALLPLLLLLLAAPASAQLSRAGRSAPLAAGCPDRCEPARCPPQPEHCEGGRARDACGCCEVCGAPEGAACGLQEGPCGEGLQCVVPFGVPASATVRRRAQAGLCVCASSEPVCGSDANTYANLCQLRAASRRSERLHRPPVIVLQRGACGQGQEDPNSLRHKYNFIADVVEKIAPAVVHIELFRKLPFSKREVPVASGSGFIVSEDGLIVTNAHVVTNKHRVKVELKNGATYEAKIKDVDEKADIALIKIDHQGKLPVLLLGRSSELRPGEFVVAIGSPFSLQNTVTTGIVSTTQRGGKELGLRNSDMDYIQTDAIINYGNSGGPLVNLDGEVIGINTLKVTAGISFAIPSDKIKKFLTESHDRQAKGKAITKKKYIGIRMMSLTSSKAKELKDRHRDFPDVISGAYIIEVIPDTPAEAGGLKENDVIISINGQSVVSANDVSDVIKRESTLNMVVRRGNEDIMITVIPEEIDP
TDP2 inh: TDP2 (human) inhibition, absorbance primary screen. O95551. inhibition, % at 12.8 µM. actives 0.34% (n = 370,000). recombinant TDP2, T5PNP hydrolysis, p-nitrophenol absorbance 415 nm;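 active = inhibition above the mean of all tested compounds plus 3 SD, set per campaign, cut at about 25% in these data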;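 note: 0% = DMSO with enzyme and 100% = buffer with substrate but no TDP2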
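Test system: Human TDP2 enzyme | Reagent: 5 mM T5PNP | Compound dosing: 12.8 µM single point, 1% DMSO | Incubation: Enzyme reaction with compound for 2 h at 37 °C | Technique: p-Nitrophenol epi absorbance | Read-out: % inhibition relative to enzyme-containing and enzyme-free wells | Benchmarks: High control without enzyme, low control DMSO plus TDP2 | Replicates: Singlicate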
PRMT1 FP inh: blocks human protein arginine methyltransferase 1; recombinant PRMT1, activity-based probe fluorescence polarization; inhibition, % at 2.79 µM; actives 1.3% (n = 370,000); AID 652257;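 active = inhibition above about 21% made by adding two undisclosed values, limit read from the data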
rCAG RNA binder: binds r(CAG) RNA repeats | AID 651821 | inhibition, % at 3 µM | r(CAG) RNA repeat, TO-PRO-1 dye displacement fluorescence | actives 1.3% (n = 370,000);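 active = inhibition above the plate cutoff, the mean of all test compounds on that plate plus 3 SD, cut at about 35% in these data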;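 note: 0% = DMSO alone and 100% = 100 µM mitoxantrone as full dye displacement; higher means more dye released from RNA so lower well fluorescence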
PG9 binder: PG9 antibody binding by small molecule | actives 0.43% (n = 360,000) | inhibition, % at 6.7 µM | AID 624416 | TR-FRET gp120-PG9 antibody binding; in the data active = inhibition above about 8.5%
LEDGF integ inh: blocks HIV-1 LEDGF/p75-dependent DNA integration; inhibition, % at 3.7 µM; actives 0.64% (n = 370,000); AID 743269; TR-FRET IN-LEDGF/p75 DNA integration, Eu/Cy5;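 active = inhibition above the screen-wide mean plus 3 SD, cut at about 13% in these data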;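 note: signal is the Cy5 over europium emission ratio at 671 and 618 nm; 0% = plate median of compound wells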
TCR-CD3 inh: inhibitors of human TCR-CD3 interaction | TAMRA-labeled TCR probe fluorescence, biochemical | inhibition, % at 9.4 µM | actives 0.37% (n = 360,000) | AID 651800; in the data active = inhibition above about 19%;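 note: recombinant mutant TCR 2C K166C tagged with TAMRA read by polarization; 0% = receptor in buffer alone and 100% = receptor with positive control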
* hit, by the source's call; · = not tested or not shown.

SMILES	Rev-erbA mod	mABHD4 FP	SIAE primary	HTRA1 inhibitor	TDP2 inh	PRMT1 FP inh	rCAG RNA binder	PG9 binder	LEDGF integ inh	TCR-CD3 inh
CC(C)CN(C(=O)COC(=O)c1ccc2c(c1)NC(=O)CS2)C1CCS(=O)(=O)C1 (configuration not stated)	-5.4	-1.0	11.5	0.0	6.2	10.5	-3.4	2.0	-1.6	-3.4
CC(C)C[C@H](NC(=O)c1ccc(Cl)c(Cl)c1)C(=O)N1CCC[C@H]1C(=O)NCc1ccccc1	1.4	-6.0	-5.3	·	-3.0	0.8	-0.1	-0.8	-2.5	3.9
O=C(NCCc1c[nH]c2ccccc12)C1CCN(S(=O)(=O)c2ccccc2F)CC1	7.0	-3.1	-0.7	-2.6	2.2	-1.0	0.1	-0.1	3.5	5.5
CCC(c1ccccc1)C(CC)c1cc(O)c(O)c(O)c1 (configuration not stated)	-1.6	10.3	-15.9	33.6	5.9	-2.5	6.4	0.4	2.0	4.9
Cc1cccc(Nc2nc3ccccc3s2)c1C	1.6	17.6	4.7	-11.5	4.2	2.9	-3.4	1.7	2.9	4.9
COC(=O)C[C@H]1CC[C@@H]2[C@H](COC[C@H](O)CN2S(=O)(=O)c2ccccc2OC)O1	-0.6	-12.5	-1.2	·	3.3	8.2	0.3	-0.1	2.2	-11.7
O=C(CSCc1ccccc1)Nc1cccc(F)c1	-1.2	-4.4	7.1	-4.1	-12.8	-0.6	-0.3	-2.0	4.3	7.0
CC(=O)c1ccc(NC(=O)CN2CCN(S(=O)(=O)c3ccc4ccccc4c3)CC2)cc1	-7.1	-21.6	-14.7	-27.3	-8.7	-2.7	4.2	-3.2	1.1	-11.2
COc1ccc(Cl)cc1NC(=O)C(C)OC(=O)Cn1cc(C(F)(F)F)ccc1=O (configuration not stated)	-6.0	-7.3	11.4	-2.0	3.1	0.4	-0.8	0.5	1.3	-4.2
N/C(=N\OC(=O)Nc1ccccc1)c1ncc([N+](=O)[O-])s1	4.5	1.7	1.1	8.3	6.1	-1.5	-3.1	-3.3	3.2	-2.3
Cc1cc(C(=O)NCC2CCCO2)sc1C (configuration not stated)	-1.8	-8.1	-6.0	2.1	2.4	-2.0	3.8	-1.1	1.5	-2.4
CCOC(=O)C/C(N)=N/N(C)c1ncc(C(F)(F)F)cc1Cl	4.3	-1.3	1.5	2.1	-2.3	-0.5	-4.8	-2.7	-0.1	2.4
O=C(Nc1nc(-c2ccccn2)cs1)c1ncc(Cl)c(Cl)c1Cl	2.9	0.4	-9.7	21.6	-9.9	-1.2	8.7	-0.6	2.1	3.8
COC(=O)C1=C(C)N(Cc2cccc(C(F)(F)F)c2)C(=NCc2cc(OC)c(OC)c(OC)c2)NC1c1cccc(C(F)(F)F)c1 (configuration not stated)	-2.9	7.1	3.4	·	1.9	-4.3	1.8	0.5	3.5	2.6
O=S(=O)(c1ccc(Cl)nc1)N1CCCc2ccccc21	-0.6	-3.4	9.2	4.9	5.5	0.1	-1.2	1.6	-1.1	-4.5
Cc1oc(-c2ccccc2)nc1C(=O)OCC(=O)NC(=O)NCC(C)C	-6.7	4.9	3.7	5.4	1.9	-2.0	-3.8	1.6	0.2	7.5
C#CCNC(=O)C1=C[C@H](c2ccc(Br)cc2)C[C@H](OCCCCO)O1	4.3	2.1	2.0	-24.7	-1.7	3.4	0.1	0.2	3.0	-10.6
Nc1nc2c(ncn2[C@@H]2O[C@H](C(=O)NCC3CCCCC3)[C@@H](O)[C@H]2O)c(=O)[nH]1	-0.8	4.2	-3.3	·	-3.0	6.5	3.4	0.6	-3.9	1.6
COc1cc2cc(C(C)(C)O)oc(=O)c2cc1OC	0.2	4.7	-1.4	1.5	5.3	0.5	-0.4	0.2	2.3	5.8
Cc1c(NC(=O)CSc2nnc(COc3ccccc3)n2-c2ccccc2)c(=O)n(-c2ccccc2)n1C	-3.1	-5.1	-2.6	-5.2	4.4	-2.9	-9.2	-0.1	2.6	-4.6
CC1CN(Cc2ccccc2)C(C)CC1O (configuration not stated)	-7.7	-4.0	-1.2	4.3	0.8	-3.9	-0.6	0.2	-1.8	11.4
Cc1cc(C)c(NC(=O)COC(=O)C2CCN(c3ccc(C(F)(F)F)cn3)CC2)c(Cl)c1	5.5	-7.0	-7.9	-21.6	-5.8	-1.0	-3.7	-1.4	-0.8	-5.9
CC(C)c1ccccc1NC(=O)CCCC(=O)O	-3.1	-5.5	-3.7	0.4	7.5	1.2	-0.5	0.7	0.9	0.1
Cn1c(=O)c(=O)n(C)c2cc(S(=O)(=O)N3CCOCC3)ccc21	2.4	-7.0	2.5	1.6	3.1	-2.0	1.4	-0.9	-2.5	1.6
Nc1nc(COc2ccc(Cl)cc2)cs1	4.2	-3.4	3.8	2.9	0.6	-1.1	0.1	-1.3	0.3	0.3
The listing continues:
SMILES	Rev-erbA mod	mABHD4 FP	SIAE primary	HTRA1 inhibitor	TDP2 inh	PRMT1 FP inh	rCAG RNA binder	PG9 binder	LEDGF integ inh	TCR-CD3 inh
COc1ccc(-c2noc(=O)n2Cc2ccc(F)cc2Cl)cc1	-2.6	5.8	-0.5	-4.0	6.1	-4.0	-1.3	-1.5	-2.0	-1.2
COc1ccc(C(=O)Nc2cc3c4c(c2)CC(=O)N4CCC3)cc1	-2.3	-1.2	2.2	2.7	-7.8	-2.7	1.4	-0.9	-4.9	7.7
O=C(c1ccco1)N1CCN(c2cc(=O)n(-c3ccc(Cl)cc3)c(=O)[nH]2)CC1	-1.6	1.6	5.4	-2.7	2.2	1.8	3.2	-0.6	1.9	11.8
O=C(c1ccc(COc2ccccc2Cl)o1)N1CCCC1	-0.7	-3.5	0.5	-3.5	-5.0	0.7	-4.9	-0.5	-2.4	5.7
COc1cccc(CNC(=O)COC(=O)CCS(=O)(=O)c2ccc(C)cc2)c1	-2.2	1.9	0.0	-0.5	-14.3	0.4	-4.3	1.8	-3.5	-0.8
COc1ncnc2c1oc1ccccc12	-2.5	0.2	2.5	3.2	4.7	0.2	0.1	-0.2	3.1	-3.1
COc1cc(/C=C/C(O)=C/C(=O)/C=C/c2ccc(O)cc2)ccc1O	2.9	-45.6	-1.6	20.7	0.6	-7.9	24.8	0.1	-2.4	-8.8
Cc1cc(Br)ccc1NC(=O)C1CCN(S(=O)(=O)c2cnc[nH]2)CC1	-2.0	-1.3	-3.6	2.9	5.2	1.7	2.5	-0.5	1.8	4.6
CCOC(=O)[C@]12CCCC=C1N(Cc1ccccc1)C(=O)[C@H](CC(=O)NCC13CC4CC(CC(C4)C1)C3)C2	6.0	-6.7	-1.1	·	0.0	3.4	7.0	-2.5	0.2	-0.5
C=CCOc1ccc(C2/C(=C(/O)c3ccc4c(c3)CC(C)O4)C(=O)C(=O)N2CCCN2CCOCC2)cc1 (configuration not stated)	2.5	19.7	-6.3	0.6	-5.3	1.1	10.4	-1.2	4.9	8.7
COc1cccc(-n2c(SCC#N)nnc2-c2cnccn2)c1	-0.7	0.3	-8.9	3.6	-1.3	3.0	0.6	1.9	0.8	-9.6
CC(C)Cc1nc2oc3c(Cl)ncnc3c2c2c1CCCC2	4.0	2.6	12.9	-3.7	15.4	-6.8	1.1	-1.6	4.1	-11.9
CC(C)C(NC(=O)C(NC(=O)C1O[C@@H]2OC(C)(C)O[C@@H]2[C@H]2OC(C)(C)O[C@@H]12)C(C)C)C(=O)O (some centres not stated)	-1.5	1.1	1.4	1.0	9.0	0.1	-2.6	-0.3	0.1	6.4
CCN(C(=O)COC(=O)c1cc(=O)c2ccccc2o1)c1c(N)n(Cc2ccccc2)c(=O)[nH]c1=O	3.5	0.6	12.7	2.2	2.8	-3.1	-2.0	-1.4	1.8	-1.1
COC(=O)c1cc2occc2n1Cc1ccc(Cl)cc1	0.6	-5.1	0.8	-13.3	-1.4	1.9	2.3	-0.6	7.2	6.1
CCOC(=O)c1cc(=O)c2ccc(OCc3ccccc3)cc2o1	3.7	4.2	-3.5	-5.1	-11.3	-0.9	-3.1	-2.5	1.5	4.5
CCC(=O)N1c2ccc(S(=O)(=O)N3CCCC3)cc2CC1C (configuration not stated)	-0.6	-1.6	-3.0	-1.2	14.2	-2.4	-0.8	-1.3	3.3	2.7
CN(Cc1ccccc1)C(=O)CCCn1c(=O)c2cccn2c2cccnc21	-4.3	-1.6	5.1	8.2	10.2	-1.9	-3.1	-2.0	-1.3	-3.2
S=c1nc(NCCc2ccccc2Cl)c2ccccc2[nH]1	1.6	-5.7	-6.9	0.2	-3.4	0.8	3.8	0.7	-2.1	-2.0
Cc1ccc(-c2nnc(-c3cccs3)o2)cc1	-10.0	-4.0	-4.8	-1.1	-4.5	-1.0	1.2	1.2	-1.6	5.0
Cc1ccc2cc(CCNC(=O)c3ccc(C)c([N+](=O)[O-])c3)c(=O)[nH]c2c1	-3.8	2.7	-6.8	4.9	7.0	1.3	0.5	-1.9	-1.1	3.9
COc1ccccc1C(=O)NC(=O)COC(=O)c1cccc(OC(F)F)c1	-2.9	2.5	2.6	-10.8	7.7	2.1	-4.9	-1.2	-1.1	2.2
COc1ccccc1-c1n[nH]c(=S)o1	-6.3	-8.5	-7.4	2.0	-21.1	2.3	3.2	18.3*	-1.7	-8.9
NS(=O)(=O)c1ccc(CNC(=O)c2ccc(NS(=O)(=O)c3cccs3)cc2)cc1	8.7	-0.7	5.2	4.3	2.6	4.5	1.7	-0.2	-3.1	2.0
Cc1ccc(S(=O)(=O)N2CCCCC2)cc1NC(=O)CSc1ncnc2ccccc12	-0.5	2.3	-7.9	-13.5	4.1	8.9	4.2	2.3	3.8	-0.3
N#CCCN1CCN(Cn2c3ccccc3c3ccccc32)CC1	-0.9	-14.5	0.2	-0.4	-4.9	-0.5	1.7	1.4	5.1	-10.0
O=C(NCc1ccco1)c1nc2nc(-c3cccs3)cc(C(F)(F)F)n2n1	0.5	-7.8	-1.9	-10.9	-11.8	23.1*	10.7	0.7	11.6	-1.3
CCc1nc2nc(C)c(NS(=O)(=O)c3ccc(Cl)cc3)c(=O)n2[nH]1	9.4	-6.2	2.4	10.1	-5.9	1.3	3.1	0.6	-1.9	-5.9
O=C(NCCN1CCOCC1)C1(C(F)(F)F)C/C(=C\Cc2ccccc2)CCCO1 (configuration not stated)	-9.3	0.3	-7.8	-2.0	-3.3	1.1	-6.3	-0.5	2.8	2.3
O=c1[nH]n(-c2ccc(Cl)cc2)c(=O)c(Cl)c1Cl	-3.5	-7.1	-4.5	-0.1	-10.5	2.1	6.3	-0.1	2.7	2.6

Arranged by value in PRMT1 FP inh (low to high): 3 from the list above
| canonical_smiles | PRMT1 FP inh |
| --- | --- |
| Cc1c(NC(=O)CSc2nnc(COc3ccccc3)n2-c2ccccc2)c(=O)n(-c2ccccc2)n1C | -2.9 |
| CN(Cc1ccccc1)C(=O)CCCn1c(=O)c2cccn2c2cccnc21 | -1.9 |
| CC(C)c1ccccc1NC(=O)CCCC(=O)O | 1.2 |

Only part of the results is shown, so the mix of outcomes need not match the whole.
